# TNAP inh noacc = blocks human TNAP activity with no phosphate acceptor present | P05186 | purified TNAP, CDP-star luminescence, 30 min | inhibition, % at 20 µM | actives 0.26% (n = 200,000) | AID 1012;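 active = tissue-nonspecific alkaline phosphatase inhibition above about 50% at 20 µM in the single-dose screen, limit read from the data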;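 note: 0% = DMSO negative control and 100% = EDTA positive control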
# Target sequence (P05186 whole entry, looked up): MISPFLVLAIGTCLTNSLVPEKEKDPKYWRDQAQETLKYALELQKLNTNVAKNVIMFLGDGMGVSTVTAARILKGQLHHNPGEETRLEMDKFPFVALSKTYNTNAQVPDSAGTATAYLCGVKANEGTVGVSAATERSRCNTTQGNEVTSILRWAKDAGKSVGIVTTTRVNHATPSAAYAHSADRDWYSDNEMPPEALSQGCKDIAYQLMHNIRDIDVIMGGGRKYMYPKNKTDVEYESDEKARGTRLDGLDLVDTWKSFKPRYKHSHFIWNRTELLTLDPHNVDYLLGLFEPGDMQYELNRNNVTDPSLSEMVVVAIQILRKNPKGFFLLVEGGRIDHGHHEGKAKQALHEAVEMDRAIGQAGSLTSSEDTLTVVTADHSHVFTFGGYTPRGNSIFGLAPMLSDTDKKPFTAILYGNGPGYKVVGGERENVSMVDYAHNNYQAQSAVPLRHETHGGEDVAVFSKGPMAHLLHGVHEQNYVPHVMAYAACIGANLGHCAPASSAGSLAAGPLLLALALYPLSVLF
# TNAP inh hiacc = TNAP (human) inhibition, high acceptor; P05186; purified TNAP, CDP-star luminescence, 1 M DEA; inhibition, % at 20 µM; actives 0.03% (n = 200,000); AID 1135;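 active = over 50% inhibition of tissue-nonspecific alkaline phosphatase at 20 µM in the single-dose screen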;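 note: plate controls were DMSO wells for no effect and EDTA-quenched wells as full inhibition for full effect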
# PMI act satM6P = PMI (human) activation, high substrate | P34949 | coupled PMI enzyme assay, resazurin fluorescence, 20 min; hits give high values; 1 = untreated enzyme, 0 = substrate-free blank | activation factor at 20 µM | actives 0.34% (n = 190,000);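 active = activation factor of 2 or more at 20 µM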
# Target sequence (P34949 whole entry, looked up): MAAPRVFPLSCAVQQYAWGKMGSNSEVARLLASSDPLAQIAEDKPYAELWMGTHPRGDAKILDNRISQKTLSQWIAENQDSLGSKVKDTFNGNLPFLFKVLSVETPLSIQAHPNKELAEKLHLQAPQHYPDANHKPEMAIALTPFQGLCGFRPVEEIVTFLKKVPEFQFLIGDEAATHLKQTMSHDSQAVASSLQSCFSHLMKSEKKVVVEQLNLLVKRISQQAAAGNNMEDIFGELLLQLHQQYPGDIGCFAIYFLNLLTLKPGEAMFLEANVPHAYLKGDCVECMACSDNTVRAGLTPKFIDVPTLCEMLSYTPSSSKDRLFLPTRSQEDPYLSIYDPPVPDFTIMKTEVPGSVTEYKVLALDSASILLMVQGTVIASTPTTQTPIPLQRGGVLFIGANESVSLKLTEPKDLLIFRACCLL
#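 Test system – human PMI in coupled enzyme assay · Timing – 20 min incubation at room temperature · Detection – Diaphorase-driven resazurin-to-resorufin fluorescence, excitation 544, emission 590 nm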
# L major viab = reduces viability of Leishmania major promastigotes; resazurin fluorescence viability; inhibition, % at 10 µM; actives 9% (n = 200,000); in the data active = inhibition above about 50%;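 note: promastigotes grown with compound for 44 hours at 28 °C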
# TNAP act hi DEA = TNAP (human) activation, high acceptor. P05186. 200,000 tested, under 10 active. AID 1136. purified TNAP, CDP-star luminescence, 1 M DEA, 30 min; hits give high values; 0 = EDTA background, 1 = DMSO-only activity. activation factor at 20 µM;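 active = activation factor at least 2 at 20 µM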
#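 Control set: EDTA negative control, DMSO positive control / Assay system: human TNAP / Quantity: TNAP 1/800 final / Evaluation: TNAP activation factor scaled between EDTA and DMSO control wells / Measured by: luminescent substrate turnover signal / Compound dosing: one dose, 20 µM / Times: 30 min enzyme reaction at room temperature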
# Diaph inh CS = diaphorase inhibition or chemical oxidation counter-screen | diaphorase resazurin-to-resorufin fluorescence, NADH, 16 min; bacterial (C. kluyveri) enzyme, not human | inhibition, % at 20 µM | actives 0.69% (n = 190,000) | AID 1217;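 active = primary screen inhibition at 20 µM above a set limit, cut at about 50% in these data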;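 note: plate controls were DMSO with full reaction for no effect and wells lacking NADH for full effect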
#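 controls = No-NADH positive control and DMSO neutral control | system = Clostridium kluyveri diaphorase enzyme | timing = reaction incubation of 16 min at room temperature | signal = resorufin fluorescence 544/590 nm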
# bIAP act = intestinal alkaline phosphatase (bovine) activation | purified bovine IAP, CDP-star luminescence, 30 min; hits give high values; fold of DMSO-control signal, blank-subtracted | actives 0.17% (n = 200,000) | AID 1016 | activation factor at 20 µM;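 active = activation factor of 2 or more at 20 µM, a signal rise over negative controls twice the positive control's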
# Diaph act CS = diaphorase activation or chemical reduction counter-screen; Diaphorase/resazurin coupled assay, resorufin fluorescence, 16 min; hits give high values; 1 = vehicle wells, 0 = NADH-free wells; actives 0.005% (n = 190,000); activation factor at 20 µM;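 active = diaphorase activity raised at least twofold by the compound at 20 µM; inactive = activation factor below 2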
#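 Test system: Clostridium kluyveri diaphorase, purified enzyme; input: enzyme 0.07 U/mL final; buffer or medium: 50 mM HEPES pH 7.4 with 4.542 mM MgCl2, 0.005% Tween 20; also added: 0.114 mM NADH and 0.1 mM resazurin, final amounts; schedule: 16 min enzyme reaction, ambient temperature; technique: fluorescence of resorufin, 544 nm excitation, 590 nm emission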
# bIAP inhibitor = intestinal alkaline phosphatase (bovine) inhibition | purified bovine IAP, CDP-star luminescence, 30 min | inhibition, % at 20 µM | 190,000 tested, under 10 active;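 active = over 50% inhibition of intestinal alkaline phosphatase at 20 µM in the single-dose screen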
#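 Assay system: bovine IAP enzyme; medium: DEA buffer 100 mM, pH 9.8, with MgCl2 1.0 mM, ZnCl2 0.02 mM; doses: 20 µM single dose; incubation: enzyme reaction for 30 min at room temperature; detection: CDP-star luminescence signal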
# PMI activator = phosphomannose isomerase (human) activation. P34949. purified human PMI, coupled resazurin fluorescence, 20 min; hits give high values; 1 = vehicle control, 0 substrate-free wells. activation factor at 20 µM. actives 0.005% (n = 190,000);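 active = activation factor of 2 or more at 20 µM, relative to plate controls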
# * marks the source's active call; other numbers are inactive results; · = no result given.
1: CC(C)Sc1nc(-c2cccs2)nc2c1c(=O)n(C)c(=O)n2C
2: CC(NC(=O)COc1ccc(N(C)S(=O)(=O)c2ccccc2)cc1)c1ccccc1 (stereo unspecified)
3: N=C1C(c2nc(-c3ccc(F)cc3)cs2)=C(O)CN1Cc1ccc(Cl)cc1
4: CCOc1cc(C2C(C#N)=C(N)Oc3n[nH]c(C)c32)ccc1OCCN1CCOCC1 (stereo unspecified)
5: O=C(CCc1ccccc1)NNC(=O)c1ccccn1
6: Cc1cccc(N(C(=O)Cc2cccs2)C(C(=O)NCc2ccco2)c2ccncc2)c1 (stereo unspecified)
7: COc1ccc(C2=NNC(c3ccco3)=Nc3ccc(F)cc32)cc1
8: O=C(c1cc(C2CC2)nc2ccccc12)N1N=C(C(F)F)CC1(O)C(F)F (stereo unspecified)
screen / no.	1	2	3	4	5	6	7	8
TNAP inh noacc	-6	2	-13	1	-160	-6	-10	-11
TNAP inh hiacc	0	-1	-8	-2	-8	-3	-5	2
PMI act satM6P	1	0.7	1	0.9	0.8	0.8	1	1
L major viab	-5	22	1	4	16	7	5	14
TNAP act hi DEA	1	1	1.1	1	1.1	1	1.1	1
Diaph inh CS	5	28	7	12	26	16	15	9
bIAP act	1.1	1.1	0.8	1.3	1.1	1.1	1	0.4
Diaph act CS	1	0.7	0.9	0.9	0.7	0.8	0.9	0.9
bIAP inhibitor	-6	-9	17	-30	-9	-6	2	·
PMI activator	0.9	0.8	1	0.8	0.9	0.9	1	1

9: O=C1COc2ccc(C(=O)COC(=O)C3CC(O)CN3S(=O)(=O)c3ccc(Cl)cc3)cc2N1 (stereo unspecified)
10: CSCCC1NC(=O)N(CC(=O)N2N=C(c3ccc(Cl)cc3)CC2c2ccco2)C1=O (stereo unspecified)
11: CCCc1nnc(SCC(=O)N(CC)CC)n1CC1CCCO1 (stereo unspecified)
12: COc1ccc(/C=C/C(=O)NCC(=O)N/N=C/c2ccc(OC)cc2)cc1
13: COC(=O)C(C)Sc1ccc2nnc(CCNS(=O)(=O)c3ccc(C)cc3)n2n1 (stereo unspecified)
14: C/C(N)=C(/C#N)C(=O)COC(=O)CSc1ccc2ccccc2c1
15: CN(C)c1ccc(C(=O)OCC(=O)N2CCCCCC2)cc1
16: CC(=O)Oc1ccc(C(=O)OCC(=O)c2c(N)n(C)c(=O)n(C)c2=O)cc1OC(C)=O
screen / no.	9	10	11	12	13	14	15	16
TNAP inh noacc	-12	1	-8	-6	-18	11	-20	14
TNAP inh hiacc	-4	-4	-8	-5	-5	-1	-8	1
PMI act satM6P	1	0.9	1.1	1	1.1	1	1	1.2
L major viab	-7	37	-2	14	-4	1	2	-9
TNAP act hi DEA	1	1	1.1	1	1.1	1	1.1	1
Diaph inh CS	-5	24	8	0	-1	14	7	12
bIAP act	1	1.1	0.9	0.9	0.8	1.1	1.1	1
Diaph act CS	1	0.8	0.9	1	1	0.9	0.9	0.9
bIAP inhibitor	0	-15	10	5	20	-6	-5	3
PMI activator	1	0.9	1.2	1.1	1.2	1	1.1	1.1

17: COc1ccc(C(=O)C2CCCN(Cc3cn[nH]c3-c3ccccc3)C2)cc1OC (stereo unspecified)
18: COc1cc(OC)cc(C(=O)NCC(=O)OCC(=O)N2CCc3ccccc32)c1
19: COCCNC(=O)c1c(NC(=O)c2nc(SC)ncc2Cl)sc2c1CCCC2
20: CCCc1[nH]nc2c1C(c1ccncc1)C(C#N)=C(N)O2 (stereo unspecified)
21: COC(=O)Nc1nc(-c2cc(Cl)ccc2Cl)cs1
22: O=C(O)Cc1csc2ccccc12
23: CCn1c(=NC(=O)c2cccc(N3C(=O)CCC3=O)c2)sc2c(OC)ccc(OC)c21
24: COCCNC(=O)CCc1c(C)nc2c(-c3ccc(F)cc3)c(C)nn2c1C
screen / no.	17	18	19	20	21	22	23	24
TNAP inh noacc	1	-2	6	8	-7	-10	-1	-13
TNAP inh hiacc	-2	-3	3	3	-2	0	-4	-4
PMI act satM6P	1	1.1	0.8	0.9	1	1.1	0.9	1.1
L major viab	-2	-4	-1	-4	-1	-7	-11	-1
TNAP act hi DEA	1	1	1	1	1	1	1	1
Diaph inh CS	-12	11	5	13	-4	7	14	2
bIAP act	1.2	1	0.8	1	1	0.9	0.8	1.1
Diaph act CS	1.1	0.9	0.9	0.9	1	0.9	0.9	1
bIAP inhibitor	-21	3	17	5	3	5	23	-8
PMI activator	1.1	1	0.9	0.9	1	1	1	1

# (listing goes on)
# Results follow in this order: TNAP inh noacc	TNAP inh hiacc	PMI act satM6P	L major viab	TNAP act hi DEA	Diaph inh CS	bIAP act	Diaph act CS	bIAP inhibitor	PMI activator
25. Cc1c(C(=O)Nn2cnnc2)oc2ccccc12
 : -6	-2	0.9	-9	1	5	1	1	-1	0.9
26. O=c1[nH]c2ccccc2cc1-c1nnn(-c2ccc(F)cc2)n1
 : -3	-6	1	7	1.1	-5	1	1	-5	1.1
27. CC1=CC(=C2C(=O)c3ccccc3C2=O)C=C(C)N1Cc1ccco1
 : -6	-2	1.6	45	1	15	0.8	0.8	16	1.2
28. Cc1ccc(/C=C/C(=O)N2CCC(Cc3ccccc3)CC2)cc1
 : -13	-4	0.9	43	1	0	1.2	1	-19	0.8
29. COc1ccc(-c2[nH]nc3oc(=O)cc(C)c23)cc1
 : 90*	8	0.9	11	0.9	12	1.2	0.9	-17	0.9
30. CCCn1c2ccccc2c2cc(C(=O)O)ccc21
 : -5	-1	0.9	-8	1	18	1.1	0.8	-9	1
31. Cc1[nH]n(-c2ccccc2)c(=O)c1CCOC(=O)c1ccc(C(F)(F)F)cc1
 : -9	-3	0.9	-15	1	18	1	0.8	2	0.9
32. COc1cc(CNC(C)C)c(Br)cc1OC1CCCC1
 : -4	-7	0.9	6	1.1	16	1.1	0.8	-7	0.9
33. CN1CCN(C(=O)CCCOc2cc(=O)n(C)c3ccccc23)CC1
 : 2	-2	1	11	1	0	1	1	-1	1
34. COc1ccc(CN2C(=O)N(c3ccc(OC)cc3)C(=O)C2CC(=O)Nc2ccccc2)cc1 (stereo unspecified)
 : -13	-1	0.9	3	1	18	1	0.8	0	1
35. COc1ccccc1Nc1nc(Cl)nc(Nc2ccccc2OC)n1
 : -5	1	1	9	1	13	1	0.9	4	1
36. Cc1ccccc1-n1nc(C)c2cc(C(=O)N3CCN(S(=O)(=O)c4ccccc4)CC3)sc21
 : -7	-3	0.9	·	1	17	1	0.8	-4	0.9
37. O=C1CCCC(=O)N1c1ccc(N2CCN(c3ccc([N+](=O)[O-])cc3)CC2)c([N+](=O)[O-])c1
 : 6	13	0.9	-5	0.9	5	0.9	1	11	0.9
38. CN(C)S(=O)(=O)N(CC(=O)NCCSCc1ccccc1)c1ccccc1
 : -19	-5	1	1	1.1	10	0.9	0.9	13	1
39. CN(CC(=O)Nc1ccc(F)c(F)c1F)C(=O)/C=C/c1ccc(Cl)cc1
 : -14	-1	1.1	-8	1	-11	0.7	1.1	33	1

# Gathered by group: the compounds so far with an aryl thioether with sulfur outside any ring
# Results follow in this order: TNAP inh noacc	TNAP inh hiacc	PMI act satM6P	L major viab	TNAP act hi DEA	Diaph inh CS	bIAP act	Diaph act CS	bIAP inhibitor	PMI activator
1. CC(C)Sc1nc(-c2cccs2)nc2c1c(=O)n(C)c(=O)n2C
 : -6	0	1	-5	1	5	1.1	1	-6	0.9
11. CCCc1nnc(SCC(=O)N(CC)CC)n1CC1CCCO1 (stereo unspecified)
 : -8	-8	1.1	-2	1.1	8	0.9	0.9	10	1.2
13. COC(=O)C(C)Sc1ccc2nnc(CCNS(=O)(=O)c3ccc(C)cc3)n2n1 (stereo unspecified)
 : -18	-5	1.1	-4	1.1	-1	0.8	1	20	1.2
14. C/C(N)=C(/C#N)C(=O)COC(=O)CSc1ccc2ccccc2c1
 : 11	-1	1	1	1	14	1.1	0.9	-6	1
19. COCCNC(=O)c1c(NC(=O)c2nc(SC)ncc2Cl)sc2c1CCCC2
 : 6	3	0.8	-1	1	5	0.8	0.9	17	0.9

# Next section.
# Results follow in this order: TNAP inh noacc	TNAP inh hiacc	PMI act satM6P	L major viab	TNAP act hi DEA	Diaph inh CS	bIAP act	Diaph act CS	bIAP inhibitor	PMI activator
40. CN(C(=O)c1ccccc1OC1CCN(S(C)(=O)=O)CC1)C1CCOC1 (stereo unspecified)
 : -6	-4	1.1	-2	1	-11	1.1	1.1	-8	1.1
41. CC(OC(=O)CNC(=O)C12CC3CC(CC(C3)C1)C2)C(=O)Nc1ccc(S(N)(=O)=O)cc1 (stereo unspecified)
 : -7	-5	0.9	-3	1.1	28	1	0.7	-2	0.9
42. C[C@@H](C[C@@H](O)[C@H](O)C(C)(C)O)[C@@H]1CC[C@]2(C)C3=CC[C@H]4C(C)(C)C(=O)CC[C@]4(C)[C@H]3CC[C@@]12C
 : -46	-5	0.9	92*	1	24	1	0.8	2	0.9
43. CN(C)/C=C1\N=C(c2ccccc2)OC1=O
 : -5	0	1	-6	1	6	0.9	0.9	9	1.1
44. CCCSc1nc2cc(C)c(C)cc2n1CC(C)O (stereo unspecified)
 : -10	-3	2.3*	4	1	9	1	0.9	-1	1.6
45. COc1ccc(C(=O)N(C)c2c(C)n(C)n(-c3ccccc3)c2=O)cc1OC
 : -7	0	1	-7	1	4	1.1	1	-10	1
46. O=C(Nc1cc(C(F)(F)F)ccc1N1CCOCC1)c1ccccc1
 : -2	2	1	-2	1	12	0.9	0.9	8	1
47. Cc1cc(COc2ccccc2OCc2cc(C)no2)on1
 : -11	-4	1	-4	1	-12	0.9	1.1	8	1
48. CC(C)N1CN=C(Nc2nc3ccccc3o2)NC1
 : -12	-1	1	-7	1	-6	1.1	1.1	-12	1
49. OCc1nc2ccccc2n1CC(O)Cn1ccc2ccccc21 (stereo unspecified)
 : -6	-5	1	-1	1.1	-3	1.1	1	-12	1
50. Cc1ccc2[nH]c(=O)c(CN(C)C(=O)c3cccs3)cc2c1
 : -6	0	1.1	-2	1	2	0.9	1	9	1.1
51. CSCCC1COC(c2cccs2)=N1 (stereo unspecified)
 : 0	-6	0.9	0	1.1	6	1.1	0.9	-13	1
52. COc1ccc(OC)c2c(C)cc(NCCN3CCOCC3)nc12
 : -12	-3	0.5	17	1	2	0.9	1	8	0.9
53. COc1cccc(C2CC(c3cccs3)Nc3ncnn32)c1 (stereo unspecified)
 : -12	-4	0.9	-1	1	2	1	1	4	1
54. COc1ccc(/C=C2\SC(=S)N(CC(=O)OCC(=O)Nc3ccc([N+](=O)[O-])cc3OC)C2=O)cc1
 : 2	3	0.9	-3	1	0	0.9	1	8	1

# 2 compounds from above, limited to bIAP inhibitor:
entry	smiles	bIAP inhibitor
49	OCc1nc2ccccc2n1CC(O)Cn1ccc2ccccc21 (stereo unspecified)	-12
50	Cc1ccc2[nH]c(=O)c(CN(C)C(=O)c3cccs3)cc2c1	9

# Source: PubChem
